# GRIN3A LBD mod = binders of NR3A ligand-binding domain, primary screen, biophysical, differential scanning fluorimetry, uHTS. Glutamate receptor ionotropic, NMDA 3A (GRIN3A) ligand-binding domain. NR3A LBD differential scanning fluorimetry, Tm shift; 0% = protein alone, 100% = glycine-bound protein. Tm shift relative to glycine control, % at 25 µM. 340,000 compounds, 2.5% hits. AID 1259313, 2017;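 active means melting temperature shift of at least 10% of the positive control shift, at one fixed dose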
# APOBEC3G inh = APOBEC3G DNA deaminase inhibitors, primary screen, biochemical, fluorescence, single-stranded DNA substrate, uHTS; DNA dC->dU-editing enzyme APOBEC-3G (Homo sapiens), Q9HC16; recombinant A3G, ssDNA deamination FAM/TAMRA fluorescence; inhibition, % at 20 µM; 330,000 compounds, 0.28% hits; AID 493012, 2011;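 active means inhibition of at least 40% at 20 µM, with no more than 30% in the related APOBEC3A deaminase screen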;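 further: plate controls were DMSO wells with A3G for no effect and wells lacking A3G enzyme for full effect; some compounds called inactive have numbers as strong as hits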
# Target sequence (Q9HC16 whole entry, looked up): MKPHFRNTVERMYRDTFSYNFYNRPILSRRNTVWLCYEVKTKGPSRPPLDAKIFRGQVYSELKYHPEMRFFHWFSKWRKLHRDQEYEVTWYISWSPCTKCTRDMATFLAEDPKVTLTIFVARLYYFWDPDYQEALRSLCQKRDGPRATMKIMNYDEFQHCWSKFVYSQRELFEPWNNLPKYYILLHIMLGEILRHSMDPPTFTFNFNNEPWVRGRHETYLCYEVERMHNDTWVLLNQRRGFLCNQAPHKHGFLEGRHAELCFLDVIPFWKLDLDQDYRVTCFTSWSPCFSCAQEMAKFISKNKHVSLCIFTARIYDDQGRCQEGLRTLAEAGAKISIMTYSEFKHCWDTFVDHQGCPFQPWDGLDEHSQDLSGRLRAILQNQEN
# CCR6 antag = CCR6 receptor antagonists, primary screen, cell-based, CHO-K1, luminescence, beta-arrestin, uHTS | CHO-K1 CCR6 PathHunter beta-arrestin, CCL20-stimulated | inhibition, % at 20 µM | 340,000 compounds, 0.49% hits;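 active means compounds whose inhibition of the agonist-driven luminescence signal at 20 µM reaches about 50%, limit read from the data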;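 further: cells stimulated with CCL20 at 14 nM final; plate controls were DMSO with CCL20 for no effect and DMSO without agonist for full effect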
# APOBEC3A inh = APOBEC3A ssDNA deaminase inhibitors, primary screen, selectivity assay for APOBEC3G inhibitor project, biochemical, FAM/TAMRA oligo cleavage fluorescence; DNA dC->dU-editing enzyme APOBEC-3A (Homo sapiens), P31941; recombinant A3A, FAM/TAMRA ssDNA deamination fluorescence; inhibition, % at 20 µM; 330,000 compounds, 0.41% hits; AID 493011, 2011;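 active means at least 40% inhibition at 20 µM here, with at most 30% in a related deaminase screen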;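 further: plate controls were A3A with DMSO for no effect and wells lacking A3A enzyme for full effect; some results filed as inactive read as strong as hits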
# Target sequence (P31941 whole entry, looked up): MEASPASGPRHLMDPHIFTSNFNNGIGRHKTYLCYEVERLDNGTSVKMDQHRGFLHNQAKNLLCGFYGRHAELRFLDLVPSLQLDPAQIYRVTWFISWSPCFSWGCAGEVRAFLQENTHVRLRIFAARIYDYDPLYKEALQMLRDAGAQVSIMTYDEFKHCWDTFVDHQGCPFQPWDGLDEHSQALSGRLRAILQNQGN
# EBI2 block = EBI2 receptor antagonists, beta-arrestin recruitment, primary screen, cell-based, luminescence, 7a,25-OHC stimulation, uHTS; 7a,25-OHC stimulated; inhibition, % at 5 µM; 360,000 compounds, 0.81% hits; AID 651636, 2012; in the data active means inhibition above about 38%;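 further: enzyme fragment complementation signal reports receptor beta-arrestin coupling in cells; 0% = agonist plus DMSO wells and 100% = wells without agonist; some results beyond the cut were filed as inactive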
# Target sequence (P32249 whole entry, looked up, the tested form may be a part): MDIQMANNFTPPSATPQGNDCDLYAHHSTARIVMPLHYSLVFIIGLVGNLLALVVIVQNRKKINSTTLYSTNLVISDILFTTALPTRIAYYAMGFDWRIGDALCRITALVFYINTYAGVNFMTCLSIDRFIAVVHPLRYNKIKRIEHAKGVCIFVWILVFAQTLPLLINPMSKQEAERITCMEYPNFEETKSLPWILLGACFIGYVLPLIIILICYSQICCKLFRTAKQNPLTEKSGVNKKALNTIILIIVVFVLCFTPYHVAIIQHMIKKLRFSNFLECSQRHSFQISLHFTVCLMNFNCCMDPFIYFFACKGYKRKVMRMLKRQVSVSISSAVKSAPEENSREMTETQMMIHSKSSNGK
# Gli-Sufu block = Gli-Sufu pathway antagonists, primary screen, luciferase luminescence, Sufu-KO-LIGHT cells, uHTS; Sufu-KO-LIGHT fibroblasts, Gli luciferase reporter luminescence; inhibition, % at 5 µM; 340,000 compounds, 0.74% hits;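 active means inhibition above about 55%, limit read from the data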;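 further: 0% = DMSO-treated cells and 100% = wells with medium but no cells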
# CXCR6 inh = CXCR6 receptor inhibitors, primary screen, cell-based, beta-arrestin, luminescence, CHO-K1 PathHunter, 1536-well | inhibition, % at 20 µM | C-X-C chemokine receptor type 6 (Homo sapiens), O00574 | 360,000 compounds, 0.36% hits | AID 602244, 2012; in the data active means inhibition above about 34%, passing the limit was not always enough;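 further: antagonist mode with CXCL16 agonist at 10 nM final; 0% = 10 nM CXCL16 with DMSO and 100% = unstimulated wells without agonist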
# MPTP block = mitochondrial permeability transition pore inhibitors, primary screen, biochemical, isolated mouse mitochondria, absorbance; 360,000 compounds, 1.4% hits; inhibition, % at 10 µM; Ca2+ swelling absorbance, 30 min; AID 602449, 2012;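 active means inhibition of 50% or more, scaled per plate between neutral and stimulator controls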;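 further: 0% = DMSO wells given calcium and 100% = 1 mM EGTA wells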
# Numbers without * were called inactive; . = not tested or not shown.
SMILES,GRIN3A LBD mod,APOBEC3G inh,CCR6 antag,APOBEC3A inh,EBI2 block,Gli-Sufu block,CXCR6 inh,MPTP block
Cc1c(N2C(=O)/C(=C/c3ccccc3)SC2=S)c(=O)n(-c2ccccc2)n1C,1.5,0.5,0.7,4.1,-1.1,9.3,-1.4,-0.3
CN(CC(=O)N1CCN(c2ncccn2)CC1)S(=O)(=O)c1ccc(Cl)cc1,-0.8,-9.3,-44.0,-0.7,-13.4,1.9,-1.8,-0.1
COc1ccc2c(C)c(C(=O)NCC(C)O)oc2c1OC (stereo not given),0.0,-3.0,-10.1,4.6,2.6,-2.3,6.9,-4.2
Cc1n[nH]c(=O)c2c(NC(=O)CSc3nc4ccccc4c(=O)n3C(C)C)oc(C)c12,-2.0,0.1,-12.8,0.2,-13.1,8.7,5.5,0.1
COCc1cc(C)n(CC(=O)NCC2CCCO2)c(=O)c1C#N (stereo not given),-0.1,-7.6,11.3,-3.9,2.6,18.9,4.6,-2.1
CN(C)S(=O)(=O)c1ccc(NC(=O)/C=C/c2ccccc2Cl)cc1,26.6*,-6.5,13.2,-1.2,26.1,-17.5,-0.2,29.8
O=S(=O)(c1ccc(F)cc1)c1nc(-c2ccccc2)oc1N1CCOCC1,2.5,-2.7,18.1,-2.8,-2.0,-6.5,3.7,-1.3
C=CC[C@@H](CC(=O)N(CCO)Cc1ccccc1)C(=O)N[C@H](COC(=O)[C@@H](CC=C)Cc1ccc(F)cc1)C(C)(C)C,-5.6,-4.6,22.9,1.4,21.4,18.3,10.0,0.6
CCn1cc(C(=O)NCCC(=O)NC(C)C)c(=O)c2cc3c(cc21)OCO3,-1.8,-9.3,8.2,-3.0,-2.8,-1.6,11.0,-0.6
Cc1cc(C)c(-c2csc(NC(=O)C3=COCCO3)n2)cc1C,-1.6,-8.7,7.6,1.2,12.2,24.7,-2.7,2.9
Cc1cc([N+](=O)[O-])nn1CC(=O)Nc1sc2c(c1C(N)=O)CCCC2,0.6,-3.0,7.0,3.3,0.2,-2.4,0.0,0.5
COc1nc(-c2ccccc2)ccc1-c1noc(-c2cccs2)n1,-15.1,-5.7,7.5,0.4,13.6,-58.7,-9.0,1.1
O=C(CN1CCN(S(=O)(=O)/C=C/c2ccccc2)CC1)NCC(F)(F)F,0.2,-7.4,2.2,-1.2,5.3,7.4,1.2,-2.4
O=C(NC1CCCCCC1)c1ccc([N+](=O)[O-])s1,.,-10.9,-8.1,-1.8,-22.2,-1.5,-1.3,0.5
Cc1ccc(NC(=O)NC(=O)CN2C(=O)NC3(CCc4ccccc43)C2=O)c(C)c1 (stereo not given),1.4,-4.1,-6.2,2.8,24.2,-0.6,-3.0,-0.9
O=C(COC(=O)c1cc[n+]([O-])cc1)Nc1cccc(Cl)c1Cl,-2.7,1.7,-4.7,3.3,-5.5,28.2,-1.1,-1.4
Cc1cccc(C(=O)N/N=C2\CS(=O)(=O)N(C)c3ccsc32)c1,-4.4,-7.5,15.9,-1.1,2.0,-10.7,-1.3,-1.6
Cc1ccc(NC(=O)c2cccs2)cc1NC(=O)c1cccnc1,-0.7,6.8,7.1,2.5,-11.9,-4.8,2.5,-0.1
COc1cccc(CN(C)C(=O)c2cc(-c3cccs3)nc3ccccc23)c1,-2.7,-7.9,8.1,-3.9,-24.2,10.0,0.3,-1.4
COc1cccc(-c2nnc(SCc3nc4ccccc4s3)n2C)c1,-0.5,-3.0,-0.9,0.5,0.4,-0.6,-8.9,-4.7
NC(=O)c1cnccc1C=Cc1ccccc1,0.4,.,-2.1,.,-4.9,3.9,-10.9,-0.1
COc1cccc(C(=O)C2=NN(C(C)=O)CC2c2ccco2)c1 (stereo not given),-0.6,-7.9,11.6,-2.1,3.3,-7.5,-2.7,-1.5
CC(C)(C)c1cc[n+](-c2[nH]c(=O)sc2/C=N/NC(=O)c2ccccc2[O-])cc1,-4.6,-6.4,13.2,-5.0,-1.1,.,5.2,0.4
O=C(Oc1ccc2c3c(c(=O)oc2c1)CCC3)c1ccco1,-0.1,-2.2,3.0,-0.5,-3.5,-5.0,-5.3,-2.3
COc1cccc(CNC(=O)C(C(=O)NCc2cccc(OC)c2)c2ncc(C(F)(F)F)cc2Cl)c1,2.8,12.4,-0.5,4.6,2.7,7.0,3.2,-0.5

# Shown with bars between the fields: entries from further up
SMILES | GRIN3A LBD mod | APOBEC3G inh | CCR6 antag | APOBEC3A inh | EBI2 block | Gli-Sufu block | CXCR6 inh | MPTP block
Cc1ccc(NC(=O)c2cccs2)cc1NC(=O)c1cccnc1 | -0.7 | 6.8 | 7.1 | 2.5 | -11.9 | -4.8 | 2.5 | -0.1
Cc1c(N2C(=O)/C(=C/c3ccccc3)SC2=S)c(=O)n(-c2ccccc2)n1C | 1.5 | 0.5 | 0.7 | 4.1 | -1.1 | 9.3 | -1.4 | -0.3
Cc1cc([N+](=O)[O-])nn1CC(=O)Nc1sc2c(c1C(N)=O)CCCC2 | 0.6 | -3.0 | 7.0 | 3.3 | 0.2 | -2.4 | 0.0 | 0.5

# Following part
SMILES,GRIN3A LBD mod,APOBEC3G inh,CCR6 antag,APOBEC3A inh,EBI2 block,Gli-Sufu block,CXCR6 inh,MPTP block
O=C(Nc1ccccc1C(=O)O)c1ccc(NC(=O)C2CC2)cc1,-5.5,-0.7,0.1,3.2,-5.5,3.0,0.8,-0.3
Cc1noc(C)c1S(=O)(=O)Nc1ccc(C(=O)N2CCN(c3ccc(F)cc3)CC2)cc1,-0.6,-3.2,13.0,-0.9,-2.8,0.9,0.0,-2.0
CCOc1ccc(Oc2ccc(Cl)cc2N)cc1,0.2,-9.2,-1.3,-1.4,2.7,-21.9,-0.4,1.3
CN(C)/C=C/C(=O)c1ccc(Br)s1,0.1,-2.3,-13.5,-3.0,-0.5,-21.3,-2.7,1.3
COc1ccc(N2C(=O)C3C(c4ccc(OC)cc4O)NC(Cc4ccccc4)(C(=O)O)C3C2=O)cc1 (stereo not given),-1.6,-3.0,8.2,-1.9,-2.5,-2.2,-1.7,-1.0
C[C@]12c3[nH]c4ccccc4c3CCN1C(=O)C(CC(=O)NCc1ccco1)C[C@@H]2C(=O)N1CCOCC1 (stereo not given in full),1.0,-7.3,0.1,-4.9,-6.8,-3.1,-3.9,0.3
C=CCOc1c(Br)cc(/C=C(\C#N)C(N)=O)cc1OC,1.5,-3.7,-4.6,-0.3,12.0,0.7,-5.7,0.1
CN1CCN(c2nc3c(c(=O)n(C)c(=O)n3C)n2CCSc2nnnn2-c2ccccc2)CC1,-5.0,-7.3,-10.8,-5.3,2.0,9.9,1.6,0.7
O=C1NCCN/C1=C\C(=O)c1ccc(Cl)cc1,-0.3,-9.9,6.9,-4.3,-6.9,-58.2,-2.0,-1.5
COc1ccc(-c2nn(-c3ccccc3)cc2/C=C/C(=O)NCCCn2ccnc2)cc1OC,-2.6,-6.4,12.2,-2.8,1.1,14.8,-3.1,0.0
O=C(Nc1ccc2c(c1)OCCO2)C1CCN(c2ncccn2)CC1,0.8,-5.8,7.7,3.4,3.3,-1.6,8.9,-1.3
CCOc1cc(/C=N/NC(=O)C(C)Sc2ccccn2)ccc1O (stereo not given),0.2,-0.5,0.4,1.0,2.0,5.6,-2.2,1.6
CCN(CC)C(=O)COCc1cc(-c2ccc3c(c2)OCO3)on1,2.0,-4.1,0.1,-3.5,-1.6,-10.8,-2.5,-0.2
CC1CCc2sc(C(=O)OCC(=O)NC(C)C)cc2C1 (stereo not given),-1.7,-3.1,4.9,0.5,1.2,-17.6,-3.2,-0.2
CCC(=O)NNc1ncnc2c1cnn2-c1cccc(C)c1,-2.7,-9.2,-6.2,1.2,1.3,-4.4,4.1,1.0
CCCn1c(SCc2nc(-c3cccs3)no2)nnc1-c1ccncc1,-0.5,-8.0,-0.1,-0.9,3.8,-3.2,3.3,2.0
CCNC1CCS(=O)(=O)C1 (stereo not given),2.1,-5.3,11.7,-2.5,-4.8,4.6,0.2,1.9
O=C1SCCc2c1n(Cc1ccccc1)c1ccccc21,2.2,-6.3,-6.9,-4.9,18.7,-7.9,2.7,6.0
CCn1c2ccccc2c2nnc(SCN3C(=O)c4ccccc4C3=O)nc21,-0.9,.,5.9,.,2.7,27.8,0.4,8.7
CC(=O)N1c2c(cc(Br)cc2S(=O)(=O)Nc2c(C)n(C)n(-c3ccccc3)c2=O)CC1C (stereo not given),1.3,-3.5,1.4,1.3,-11.5,2.0,0.8,-1.3
CCOc1ccc(/C=N/NC(=O)c2nnn(-c3nonc3N)c2COc2ccc(F)cc2)cc1,38.9*,-6.0,9.0,-1.6,7.5,-6.2,-6.6,4.7
O=C(COC(=O)c1cc(Br)ccc1Cl)NC1CCCC1,-2.8,-5.7,10.4,-0.1,-5.8,-11.8,-2.7,-3.8
N#CC1=C(N)N=C(SCc2ccccc2)C(C(N)=O)C12CCCCC2 (stereo not given),-2.8,-9.5,14.8,0.2,-1.2,1.0,4.6,-1.4
O=C(NCc1ccco1)C(c1ccncc1)N(C(=O)Cn1nnc2ccccc21)c1ccccc1F (stereo not given),-0.4,-5.7,2.3,-1.3,8.3,-13.2,-1.5,-0.1
CCO[C@@H]1OC(C(N)=O)=C[C@H](c2coc3ccccc3c2=O)[C@H]1CCCO,-1.8,-3.3,11.9,1.4,-5.4,-3.8,-5.6,0.5

# Continuation:
SMILES,GRIN3A LBD mod,APOBEC3G inh,CCR6 antag,APOBEC3A inh,EBI2 block,Gli-Sufu block,CXCR6 inh,MPTP block
C=CCNC(=S)N/N=C1\CCS(=O)(=O)c2ccccc21,-1.7,-3.3,-0.6,-5.4,5.8,-8.7,-1.8,0.1
CCOC(=O)Cn1c(=S)[nH]c2c(oc3ccc(Cl)cc32)c1=O,-7.8,-5.7,9.7,-3.9,-10.5,5.9,3.5,3.6
CN(C)c1ccc(/C=C/C#N)cc1,1.1,4.7,14.1,-0.5,-5.2,-1.1,-7.2,2.7
COC(=O)[C@H](C)NC(=O)NCc1ccco1,1.1,-2.3,13.0,1.9,-9.9,-2.4,2.4,2.0
NS(=O)(=O)c1ccc(CCNC(=O)CNS(=O)(=O)c2cccc(Br)c2)cc1,1.7,-3.3,2.0,0.5,3.2,2.1,2.7,-0.2
CCn1c(SCC(=O)Nc2ccc3c(c2)OCCO3)nnc1-c1ccco1,-0.7,-1.7,5.5,-1.3,-17.9,1.7,2.9,-0.9
CCCCCOc1ccccc1C(=O)NCCC(=O)O,-2.7,-0.2,-12.5,4.5,2.7,-1.4,4.1,-3.0
Cc1nn(C)c(Cl)c1CN1CCN(CCC(C)C)C(CCO)C1 (stereo not given),1.1,-4.2,1.5,-5.5,5.5,-2.7,4.2,2.6
CCN=C1SC(CC(=O)NC(N)=O)C(=O)N1CC (stereo not given),-3.6,-4.8,-1.6,-4.8,-7.7,2.8,-8.5,-1.0
CSCCC(NC(=O)C1CCC(C)CC1)C(=O)O (stereo not given),0.2,-8.2,-7.1,0.4,-2.8,4.9,-5.9,0.4
C/C(=N\OC(=O)Nc1ccc(Cl)cc1)c1ccc(F)c(F)c1,36.1*,-6.1,6.3,-0.2,-2.9,-4.8,-7.4,1.2
O=C(CCCOc1ccccc1)N1CCN(S(=O)(=O)c2ccc(Cl)cc2)CC1,1.7,7.8,21.6,0.2,34.9,4.1,5.0,-1.2
O=C(Cc1n[nH]c(=O)[nH]c1=O)N/N=C/c1c(O)ccc2ccccc12,0.4,-7.4,0.2,-1.0,4.9,-4.8,-2.8,1.8

# Source: PubChem (Sanford-Burnham Center for Chemical Genomics)
